Tau fibril ThT – tau fibrillization inhibition (ThT binding); recombinant tau K18 P301L, heparin-induced fibrillization, ThT fluorescence; Potency, µM (highest dose often 57.4 µM), without a hit: at the top dose activity, negative = inhibition, most hits filed as inhibitors; hit rate 2.1% among 270,000; AID 1460; also: nearly all actives have a fitted effect of over 55% in size
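Using a mix of unlabeled (15 uM) and Alexa 594-labeled (0.24 uM) tau K18 P301L, heparin-triggered fibrillization over 6 hr at 37 C was scored by ThT fluorescence.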
KDM4E inh – JMJD2E (human) inhibition. JMJD2E catalytic domain, FDH-coupled NADH fluorescence (FDH is formaldehyde dehydrogenase). Potency, µM (doses to about 57.1 µM), inactives show at the top dose activity change, negative = inhibition, hits mostly inhibitors. hit rate 1.6% among 230,000. AID 2147; active = well fitted inhibition curve with a large enough effect, not every such curve was filed as active; inconclusive = small, poorly fitted or top-dose-only effect, or another doubt; inactive = no such curve, though single readings can be large or run the other way;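 also: 0% = wells with enzyme and -100% = buffer wells without enzyme; nearly all actives have a fitted effect of over 50% in size; many of its hits are not listed in these tables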
TRb-SRC2 inh – TRbeta-SRC2 interaction inhibition; Potency, µM (series often up to 106 µM), without a hit: top-dose activity change, negative = inhibition, actives largely listed as inhibitors; AID 1469; TRbeta-SRC2 peptide binding, fluorescence polarization; receptor liganded with 1 µM T3; hit rate 0.065% among 280,000;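 also: plate controls were bound peptide for no effect and peptide without receptor for full effect; nearly all actives have a fitted effect of over 50% in size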
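Human TRb LBD (0.6 uM) plus Texas Red-labeled SRC2 peptide (20 nM), 1uM T3, 5% DMSO, 5 hr at ambient temperature. Decreased polarization (555/632 nm) flags inhibition; data normalized to free and bound peptide controls.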
L3MBTL1 inh – L3MBTL1 (human) inhibition | Q9Y468 | AlphaScreen L3MBTL1–H3K9me1 peptide binding | Potency, µM (highest dose often 57.1 µM), for the others: at the highest dose activity, negative = inhibition, hits mostly inhibitors | hit rate 0.66% among 230,000 | AID 485360; also: nearly all actives have a fitted effect of over 60% in size
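L3MBTL1 50 nM + b-AHA-H3(1-15)K9me1 75 nM, 30 min RT; compound added, 30 min RT; streptavidin donor/Ni-chelate acceptor beads 10 ug/mL each final, 30 min RT dark; AlphaScreen read.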
TR SRC2 fluor cs – Texas Red fluorescence interference in TRb-SRC2 counter-screen; TRb/SRC2 Texas Red total fluorescence interference; hit rate 0.29% among 280,000; Potency, µM (series often up to 106 µM), for inactives: at the top dose fluorescence change, negative = quenching; active = well fitted curve in either direction with a large enough effect; inconclusive = small, poorly fitted or top-dose-only effect
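Human TRβ ligand-binding domain (0.6 uM) and Texas Red SRC2 peptide (20 nM) in Tris buffer with 1 uM T3 and 5% DMSO were incubated with pinned compound for 5 hr at ambient temperature. Total fluorescence was computed as S + 2P (555/632 nm).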
Tau FP inhib – blocks human tau fibril formation measured by polarization. hit rate 0.39% among 280,000. P10636. K18 P301L tau heparin fibrillization, Alexa594 FP, 6 h. Potency, µM (titrated, usually from 57.7 µM), for inactives: at the top dose activity, negative = inhibition, most hits filed as inhibitors; also: nearly all actives have a fitted effect of over 55% in size
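Human K18 P301L fragment (15 uM unlabeled plus 0.24 uM Alexa 594-labeled) in 100 mM sodium acetate pH 7 with compound, aggregation induced by 20 uM heparin for 6 hr at 37 C. ThT (30 uM) added for 1 hr, then Alexa 594 FP read.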
RGS12 GoLoco inh – inhibitors of human Gai1-RGS12 GoLoco interaction (red fluorophore); P63096; Gai1:RGS12 GoLoco peptide FP, rhodamine, 10 min; Potency, µM (highest dose often 61.6 µM), for the others: top-dose activity, negative = inhibition, usual class: inhibitors; hit rate 0.44% among 230,000; active = well fitted inhibition curve with a large enough effect, not every such curve was filed as active; inactive = no such curve, though single readings can be large or run the other way; also: nearly all actives have a fitted effect of over 30% in size; many of its hits are not listed in these tables
RECQ1 inh – inhibitors of human RECQ1 DNA helicase; P46063; Potency, µM (series often up to 57.3 µM), without a hit: top-dose activity, negative = inhibition, actives largely listed as inhibitors; RECQ1 DNA unwinding, red fluorescence kinetic read; hit rate 0.54% among 240,000;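 also: plate controls were vehicle for no effect and no enzyme for full effect; nearly all actives have a fitted effect of over 30% in size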
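RECQ1T1 50 nM; forked duplex (20 bp + 30-nt ss tails) 200 nM, ATP 2 mM final; pH 8.0, 2 mM MgCl2, 2.5 ug/ml poly(dI-dC); 15 min compound preincubation; discontinuous kinetic read over 2 h at RT.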
* hit, by the source's call; i = inactive; ? = inconclusive; . = no result given; [ ] = remark or other dose. Unless noted, calls follow the shape of the dose curve; as a rule, active = well fitted curve in the direction sought with a large enough effect; inconclusive = small, poorly fitted or top-dose-only effect, or another doubt; inactive = no such curve, though single readings can be large; an effect the other way counts as inactive or inconclusive. Unless noted, % is scaled to controls: 0 for no effect and ±100 for the full control effect; potency is read from the fitted curve at half-maximal effect. An excerpt; the hit share may differ from the screen's.

SMILES | Tau fibril ThT | KDM4E inh | TRb-SRC2 inh | L3MBTL1 inh | TR SRC2 fluor cs | Tau FP inhib | RGS12 GoLoco inh | RECQ1 inh
COc1cc2c(cc1NC(=S)Nc1cccc(C)c1)oc1ccccc12 | ? | ? | -1% | . | -1% | 0% | 1% | 1%
CCCCC(=O)N1CCc2cc(OC)c(OC)cc2C1COc1ccc(OC)cc1 (stereo unspecified) | -5% | . | 5% | . | -1% | 0% | . | .
CN1CCN(c2ncnc3c2c(-c2ccccc2)cn3-c2ccc(F)cc2)CC1 | -14% | -14% | 7% | . | -1% | 6% | -3% | -12%
CCCCNC(=S)N1CCN(c2ccc(C(C)=O)cc2)CC1 | ? | -5% | 7% | . | 1% | -3% | -2% | 0%
COc1ccc(Nc2c3c(nc4ccc(NC(=O)/C=C/c5cccc(OC)c5OC)cc24)CCCC3)cc1OC | 14µM* | . | -2% | . | -5% | 8% | . | .
CCC(=O)NC(=S)Nc1ccc(N2CCN(C(=O)c3ccc(Cl)cc3)CC2)cc1 | 11% | 10% | -1% | 20% | 0% | 6% | 12% | i
Cc1cc(C)nc(N/N=C/c2ccccc2OCc2ccc([N+](=O)[O-])cc2)n1 | -14% | -4% | 6% | -5% | 0% | 3% | -8% | -2%
Cc1ccc(Cl)cc1Nc1nc(-c2sc(NC(=O)c3ccco3)nc2C)cs1 | ? | 25µM* | 0% | -10% | 7% | -1% | 32%[activator] | i
C/C(CC(=O)Nc1ccc2ccccc2c1)=N\NC(=O)c1cnccn1 | -18% | 9% | 7% | 3% | 0% | 1% | -9% | -5%
Cn1cccc1C(=O)C(=O)Nc1ccccc1C(F)(F)F | -3% | 5% | 6% | 10% | -3% | 5% | -12% | -1%
COc1ccc(-c2nn3c(=O)cc(CN4CCN(S(=O)(=O)c5ccc(C)cc5)CC4)nc3s2)cc1 | -18% | . | 0% | . | 0% | 7% | . | .
Cc1ccc(Cn2c(SCC(=O)NCc3ccc(Cl)cc3)nc3ccsc3c2=O)cc1 | 14% | . | 0% | . | 0% | 0% | . | .
COc1ccccc1NC(=O)c1cn(C)c(=O)c2cc(OC)c(OC)cc12 | -16% | 1% | -4% | -9% | -2% | -16% | 3% | -1%
CN(Cc1cc(=O)n2ccsc2n1)Cc1nc2ccccc2c(=O)[nH]1 | -4% | ? | 0% | 2% | -1% | 8% | 2% | -3%
O=C(NC(=S)Nc1ccc(CN2CCOCC2)cc1)c1ccc(-c2ccc(Cl)cc2)o1 | -3% | 4% | -3% | -4% | 0% | -13% | 3% | 6%
COc1ccc(C2Nc3ccccc3-c3cc(C)nn32)c(OC)c1 (stereo unspecified) | -11% | . | 5% | . | 3% | 10% | . | .
CN(C)S(=O)(=O)c1ccc(Cl)c(C(=O)OCC(=O)NC(=O)c2cccn2C)c1 | -4% | -4% | 6% | -11% | 1% | 10% | 10% | -9%
COc1cc(/C=N/N(C)c2ccccc2)ccc1O | 13µM* | -1% | 7% | . | -1% | 10% | -15% | 8%
Cc1ccc(-c2csc(NC(=S)NC(=O)c3ccco3)n2)cc1 | -2% | 4% | -5% | 4% | 1% | -13% | 12% | -4%
OCCCNC(c1ccccc1)c1ccc(O)cc1 (stereo unspecified) | -15% | -9% | -1% | 3% | 1% | 9% | 0% | -3%
O=C(c1cc2ccccc2oc1=O)N1CCN(c2ccc(Cl)cc2)CC1 | ? | . | 4% | . | 3% | -2% | . | .
Cc1cc(Cl)ccc1OC(C)C(=O)NCCCn1ccnc1 (stereo unspecified) | -15% | 9% | 3% | . | -1% | -1% | -22% | -1%
O=C(Nc1ccccc1)c1cc(N2CCOCC2)nc2ccccc12 | -3% | ? | 10% | 26% | 0% | -2% | . | -2%
CCOC(=O)c1[nH]c2ccccc2c1NC(=O)CC(C)(C)C | -9% | ? | -15% | . | 1% | -1% | -2% | -8%
COc1ccc(N2CCN(C(=O)c3ccc(NS(=O)(=O)c4ccc(F)cc4)cc3)CC2)cc1 | ? | 8% | -1% | . | -3% | 16% | 6% | -9%
Next section.
SMILES | Tau fibril ThT | KDM4E inh | TRb-SRC2 inh | L3MBTL1 inh | TR SRC2 fluor cs | Tau FP inhib | RGS12 GoLoco inh | RECQ1 inh
Cc1cccn2cc(CNS(=O)(=O)c3cccc(F)c3)nc12 | -7% | -2% | 5% | 11% | 0% | -2% | 0% | -2%
Fc1ccc(-c2noc3ncnc(NCCc4ccccc4)c23)cc1 | 11% | . | -1% | . | 2% | 0% | . | .
Cc1nc2ccccc2nc1SCC(=O)c1ccccc1 | ? | -10% | -10% | 21% | 0% | 6% | 9% | -15%
CN=C1SC(C(=O)Nc2ccccc2Cl)CC(=O)N1c1ccc(OC(F)(F)Cl)cc1 (stereo unspecified) | 7% | -1% | 3% | 13% | -2% | -10% | -2% | 5%
CC(=O)N/N=C/c1ccc(OCCOc2ccc(Br)cc2)cc1 | -12% | -5% | 1% | 6% | -1% | -12% | 0% | -15%
COc1ccc(Cn2c(SCC(=O)N(C)Cc3ccccc3)nc3ccccc32)cc1 | ? | . | -9% | . | -2% | 0% | . | .
Cc1ccccc1Nc1cccc2nonc12 | -11% | 9% | 1% | 135%[activator] | -1% | -5% | 3% | 3%
CC1(C)CC2CC(C)(CN2C(=O)COC(=O)c2n[nH]c(=O)c3ccccc23)C1 (stereo unspecified) | -6% | 8% | -10% | -4% | 2% | -4% | 3% | -6%
Cc1ccc(N=C2NC(=O)/C(=C\c3ccsc3)S2)c(C)c1 | 9% | 4% | -9% | -16% | 11% | 3% | -3% | 5%
N#CCSc1ncnc2sc3c(c12)CCC3 | -3% | 2% | 3% | 0% | -3% | 3% | 27% | -5%
O=C(Nc1ccc(Cl)c(Cl)c1)N(CCCN1CCOCC1)Cc1cccs1 | 4% | 9% | 1% | . | 2% | -7% | 10% | -1%
CCn1c2ccccc2c2nnc(N3CCN(c4ccc(OC)cc4)CC3)nc21 | -15% | . | -6% | . | -5% | 4% | . | .
CN(C)S(=O)(=O)n1cnc(-c2ccccc2)c1-c1ccccc1 | 5% | 5% | 0% | -1% | 2% | 6% | 3% | -3%
CC(C)Oc1ccc(CNC(=O)CN2C(=O)CCn3nc(-c4cn(C)c5ccccc45)cc32)cc1 | -22% | . | -10% | . | ? | 9% | . | .
Nc1nnnn1CC(=O)N/N=C/c1cc([N+](=O)[O-])ccc1O | -15% | 7.9µM* | -9% | 0.16µM* | 0% | 1% | 11% | -1%
CCCOC(=O)c1cccc(Nc2nc(C(=O)OCC)nc3ccccc23)c1 | -1% | . | 7% | . | -3% | ? | . | .
Cc1ccc(NS(=O)(=O)c2ccc(N3CCN(c4ccc(O)cc4)CC3)c([N+](=O)[O-])c2)c(C)c1 | 14µM* | -6% | 3% | ? | 0% | 8% | -15% | i
CCCCNC(=O)CCC1N=C2c3ccccc3N=C(SCC(=O)NCCc3ccc(OC)c(OC)c3)N2C1=O (stereo unspecified) | 4% | . | 0% | . | -3% | -4% | . | .
Cc1csc(NC(=O)CSc2ccc(-c3ccccc3)nn2)n1 | ? | 13% | 1% | 26% | 2% | -6% | -8% | i
CCOC(=O)C(CC)Sc1ncnc2c1nnn2-c1ccc(F)cc1 (stereo unspecified) | ? | 4% | 0% | 1% | -2% | -12% | -3% | i
OCC1O[C@H](OC2C(CO)O[C@@](O)(CO)C2O)C(O)C(O)C1O (stereo partly specified) | -2% | 1% | -2% | . | 0% | -7% | 3% | i
O=C(O)c1ccc(-n2nnnc2SCc2ccccc2F)cc1 | -5% | 2% | -1% | 3% | -4% | 1% | 3% | -5%
COc1cc(C(c2sc3nc(C)nn3c2O)N2CC(C)OC(C)C2)cc(OC)c1OC (stereo unspecified) | -2% | -7% | -19% | 1% | -3% | -6% | 12% | -11%
COc1ccc(C2CC(c3ccccc3OC(=O)/C=C/c3ccccc3)=NN2C(C)=O)cc1 (stereo unspecified) | -17% | -4% | 8% | -12% | -2% | -3% | 7% | -5%
CC(=O)OCC(=O)[C@@]12OC(C)(C)O[C@@H]1C[C@H]1[C@@H]3C[C@H](F)C4=CC(=O)C=C[C@]4(C)[C@@]3(F)[C@@H](O)C[C@@]12C | 4% | -7% | -4% | -8% | 1% | 9% | 6% | -4%

One compound at a time, from the list above. Screens in order: Tau fibril ThT	KDM4E inh	TRb-SRC2 inh	L3MBTL1 inh	TR SRC2 fluor cs	Tau FP inhib	RGS12 GoLoco inh	RECQ1 inh
Cc1nc2ccccc2nc1SCC(=O)c1ccccc1 is listed with ?	-10%	-10%	21%	0%	6%	9%	-15%
CC1(C)CC2CC(C)(CN2C(=O)COC(=O)c2n[nH]c(=O)c3ccccc23)C1 (stereo unspecified) is listed with -6%	8%	-10%	-4%	2%	-4%	3%	-6%
C/C(CC(=O)Nc1ccc2ccccc2c1)=N\NC(=O)c1cnccn1 is listed with -18%	9%	7%	3%	0%	1%	-9%	-5%

Other records.
SMILES | Tau fibril ThT | KDM4E inh | TRb-SRC2 inh | L3MBTL1 inh | TR SRC2 fluor cs | Tau FP inhib | RGS12 GoLoco inh | RECQ1 inh
O=C(COc1ccccc1)N(Cc1ccco1)C1CCS(=O)(=O)C1 (stereo unspecified) | -19% | 0% | -17% | -1% | 3% | -2% | -7% | i
CCCCN1C(=O)CN(CCc2ccccc2)C(=O)C1c1ccc(OC)cc1 (stereo unspecified) | 0% | 8% | -2% | 7% | -1% | 3% | -8% | -9%
COc1ccc(OC)c(NC(=O)NNC(=O)CCCOc2ccc(Cl)cc2C)c1 | -15% | 3% | -2% | ? | -1% | ? | 7% | i
CC(C)c1ccc(NC(=O)c2csnn2)cc1 | -18% | 0% | -1% | . | -5% | 1% | -3% | -1%
Cc1ccc(C(=O)N/C(=C\c2ccccc2)C(=O)NCc2ccncc2)cc1 | -15% | -6% | -25% | -8% | -6% | 7% | 45%[activator] | i
COC(=O)c1cc(NC(=O)c2cc(-c3ccccc3Cl)oc2C(F)(F)F)ccc1N1CCOCC1 | . | -25% | 10% | . | 0% | ? | 3% | -19%
CCCSc1cc(N2CCCC2)nc(-c2ccccc2)n1 | -6% | -2% | 3% | -8% | -1% | -1% | 8% | -9%
COc1ccc(/C=C/c2nc3ccccc3n2Cc2ccccc2OC)cc1 | ? | ? | 3% | 54%[activator] | -1% | -12% | 14% | -12%

Screening data from PubChem BioAssay.
